Screens as filed in PubChem BioAssay.
S100A4 MyoIIA: blocks human S100A4 binding to myosin IIA peptide; AID 652163; S100A4/TAMRA-MyoIIA peptide fluorescence polarization; inhibition, % at 10.7 µM; P26447; 360,000 compounds, 0.14% hits;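 active = mean inhibition of at least 70% across replicates, with every replicate also reaching that level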
Target sequence (P26447 whole entry, looked up): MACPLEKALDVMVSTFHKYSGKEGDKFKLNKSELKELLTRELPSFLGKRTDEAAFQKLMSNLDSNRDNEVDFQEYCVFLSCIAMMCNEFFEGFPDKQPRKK
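Material: human S100A4 monomer with TAMRA-labelled myosin IIA peptide; buffer or medium: HEPES pH 7.2 with CaCl2, KCl, NaCl, DTT, Triton; compound dosing: one concentration per compound; schedule: 5 min incubation before reading; benchmarks: neutral control DMSO, positive control TFP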
FN deposit inh: fibronectin deposition inhibition; AH1F fibroblasts, Alexa488-fibronectin deposition fluorescence, overnight; inhibition, % at 12.6 µM; 350,000 compounds, 0.086% hits; AID 743247;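 active = mean inhibition across replicates of 30% or more, regardless of how many single replicates reach that level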;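 note: positive control wells lacked labelled fibronectin entirely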
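Test system: AH1F fibroblast monolayer depositing Alexa488-labelled fibronectin into matrix. Input: 10000 cells per well. Technique: fluorescence, ex 485 nm, em 525 nm. Buffer or medium: DMEM plus 2% serum, read in PBS. Timing: 1 h cell adhesion before compound, then overnight fibronectin incubation. Compound: single dose, pinned. Read-out basis: inhibition from reduced deposited-fibronectin fluorescence.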
esBAF inh: inhibitors of esBAF chromatin remodeling in mouse ES cells; Bmi1-luciferase knock-in reporter, 24 h; 100% = twice the neutral-well signal; reporter increase, % at 12.5 µM; 350,000 compounds, 2% hits; AID 602393; in the data active = activation above about 40%;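 note: 0% = median of the plate's neutral control wells and 100% = double that signal; a rise in the Bmi1 reporter signal indicates esBAF inhibition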
RAD52 inh: RAD52 (human) annealing inhibition. P43351. recombinant RAD52 DNA annealing, FRET fluorescence. inhibition, % at 18.7 µM. 360,000 compounds, 0.46% hits. AID 651710;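 active = every replicate showing at least 50% inhibition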
Target sequence (P43351 whole entry, looked up): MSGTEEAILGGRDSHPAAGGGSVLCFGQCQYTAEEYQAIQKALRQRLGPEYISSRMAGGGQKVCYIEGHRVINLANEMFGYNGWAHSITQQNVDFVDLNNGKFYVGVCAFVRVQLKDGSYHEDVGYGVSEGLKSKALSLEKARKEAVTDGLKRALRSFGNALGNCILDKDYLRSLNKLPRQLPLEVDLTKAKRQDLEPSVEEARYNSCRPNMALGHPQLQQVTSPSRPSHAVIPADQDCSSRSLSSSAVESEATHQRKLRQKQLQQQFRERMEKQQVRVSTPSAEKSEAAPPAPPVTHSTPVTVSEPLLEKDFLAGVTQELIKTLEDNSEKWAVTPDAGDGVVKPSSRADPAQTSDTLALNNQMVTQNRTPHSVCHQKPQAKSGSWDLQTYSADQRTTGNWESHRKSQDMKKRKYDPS
E-selectin induc: E-selectin induction on HUVECs; P16581; HUVEC E-selectin immunofluorescence imaging; normalized: neutral wells 0, TNF-alpha wells 100; activation, % at 7.58 µM; 260,000 compounds, 0.37% hits; AID 686992;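 active = mean E-selectin-positive cell signal at least 10% of the positive control, reached in at least 60% of replicates, without over 20% cell loss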;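 note: in these data hits start at about 27%; measured in HUVEC primary endothelial cells; signal is the percent of cells scored E-selectin positive by PE staining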
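Test system – human umbilical vein endothelial cells (HUVEC), E-selectin induction · Input – 3,000 HUVEC seeded per well · Buffer or medium – EGM-2, gelatin · Compound dosing – single-point compound dose · Detection – immunofluorescence imaging · Measure – percent E-selectin-positive cells · Controls – TNF-alpha high, DMSO low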
XiGFP reactiv: activators of X-chromosome reactivation in mouse fibroblasts; activation, % at 7.58 µM; AID 743238; XiGFP mouse fibroblasts, % GFP-positive cells imaging, 3 d; cells co-treated with 5-aza-dC sensitizer; scaled so ellipticine positive control = 100%; 360,000 compounds, 0.055% hits;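 active = mean normalized replicate activation at least 10% and every replicate at or above 10%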;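 note: 0% = median of on-plate neutral control wells and 100% = ellipticine 6 µM median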
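System: XiGFP fibroblasts, SV40-immortalized. Medium: DMEM plus 5-aza-dC sensitizer. Doses: single point. Timing: 3 d treatment, 15 min room-temperature fixation. Control set: ellipticine 6 µM.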
EWS-Fli block: blocks EWS/Fli oncoprotein-driven transcription | 350,000 compounds, 0.67% hits | AID 651661 | A673 NR0B1-luciferase reporter, viability-normalised | inhibition, % at 12.6 µM;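 active = mean inhibition of at least 50% after viability correction, with every replicate also passing that limit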;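 note: firefly luciferase signal divided by Alamar Blue viability fluorescence both relative to DMSO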
RAD54 branch: blocks human RAD54 Holliday junction branch migration. Q92698. 360,000 compounds, 0.14% hits. inhibition, % at 10.4 µM. FAM/BHQ fluorescence. AID 602329;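 active = mean normalized replicate activity at least 40 and at least half of replicates scoring 40 or more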;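 note: 0% = median of neutral control wells and 100% = median of positive control wells; inhibitors cause a drop in the FAM fluorescence signal; in these data hits start at about 50%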
* hit, by the source's call; . = no result given; & = joins results of further samples.

SMILES | S100A4 MyoIIA | FN deposit inh | esBAF inh | RAD52 inh | E-selectin induc | XiGFP reactiv | EWS-Fli block | RAD54 branch
CCOc1ccc(N2CC(C(=O)Nc3ccc(S(=O)(=O)N4CCCC4)cc3)CC2=O)cc1 (stereo not given) | -3.8 | -10.2 | 0.6 | -20.2 | . | 0.2 | 2.5 | -4.3
C[C@H](CO)N1C[C@H](C)[C@H](CN(C)S(C)(=O)=O)Oc2ncccc2C1=O | 5.9 | -4.6 | 2.5 | -15.0 | 4.3 | 0.5 | -4.9 | -2.0
C/C=C/c1ccc([C@@H]2[C@@H](CO)N(C(=O)CN(C)C)C23CN(C(=O)C2CCOCC2)C3)cc1 | -5.4 | -10.6 | . | 1.8 | 0.2 | 0.0 | -2.4 | .
C[C@@H]1CN([C@@H](C)CO)C(=O)Cc2cc(NC(=O)Cc3cn(C)c4ccccc34)ccc2O[C@H]1CN(C)C | -2.0 | 5.6 | 3.2 | 3.8 | 0.0 | 0.0 | -12.5 | 13.1
Cc1oc(-c2cccc(Cl)c2)nc1CN1CCC(C(=O)NCCCN2CCCC2=O)CC1 | -4.7 | 21.0 | 4.8 | -15.0 | 0.0 | 0.0 | -9.1 | 13.0
COc1ccc2c(c1)c1ncn(Cc3ccc(F)cc3)c(=O)c1n2C | -1.1 | -0.2 | . | -5.5 | 1.2 | 0.0 | 13.0 | 15.1
Cc1ccc(NC(=O)CN2C(=O)c3ccccc3C2=O)cc1 | -2.3 | 0.2 | -6.5 | 5.4 | . | 0.0 | 9.4 | -7.9
O=C(OCCCOC(=O)c1ccc(O)cc1)c1ccc(O)cc1 | -9.1 | -9.8 | -0.7 | -9.3 | . | 0.1 | . | 12.2
COc1ccc(CNC(=O)O[C@@H]2C[C@H]3C(=O)N(c4ccccc4)C(=O)[C@H]3[C@@]3(CN(S(=O)(=O)c4ccc(C)cc4)C[C@H]3C)[C@@H]2O)cc1OC | -2.2 | -1.8 | 12.3 | -12.6 | -0.5 | 0.0 | 17.5 | -2.2
CNC[C@H]1Oc2ccc(NS(=O)(=O)c3ccccc3)cc2CC(=O)N([C@H](C)CO)C[C@H]1C | -26.1 | . | -3.8 | -19.1 | 4.2 | -1.4 | . | -3.3
O=C(CSc1n[nH]c(-c2cccnc2)n1)OC1CCCCC1 | -1.3 | -3.8 | . | -15.0 | . | 0.1 | 3.8 | .
COc1ccccc1-c1cn(CC[C@@H]2CC[C@@H](NC(=O)c3cnccn3)[C@@H](CO)O2)nn1 | -38.2 | -5.1 | 1.2 | -19.1 | -0.4 | 0.1 | . | 1.3
C[C@@H]1CN([C@@H](C)CO)C(=O)c2cccc(NS(=O)(=O)c3ccc(Cl)cc3)c2O[C@H]1CN(C)S(=O)(=O)c1ccc(Cl)cc1 | -4.8 | . | 2.0 | 7.2 | -0.2 | 0.1 | -5.0 | 1.1
C/C(Sc1nnc(Cc2ccccc2)o1)=C(\O)c1ccccc1 | 2.3 | 12.2 | . | -4.0 | 0.0 | 0.1 | 0.0 | 2.7
COc1ccc(NC(=O)Nc2ccc3c(c2)C(=O)N([C@@H](C)CO)C[C@H](C)[C@H](CN(C)C(=O)CCCN(C)C)OCCCC[C@H](C)O3)cc1 | 12.8 | . | -3.5 | 45.9 | -0.1 | 0.2 | -28.7 | 13.3
COc1ccc(C2CC(c3ccc(Br)cc3)=NN2C(=S)Nc2ccccc2)cc1 (stereo not given) | 0.7 | -3.3 | 44.6* | -7.9 | . | 0.0 | -58.0 | 4.4
O=C(Cn1ccccc1=O)c1ccc(Cl)cc1 | -3.3 | 0.1 | . | -29.1 | 1.1 | 0.4 | -4.9 | .
COC(=O)c1cccc(NC(=O)Nc2ccc(Cl)cc2)c1 | -6.0 | -1.1 | 55.4 | -9.8 | . | 0.3 | 75.3* | -6.8
COCCN(C(=S)Nc1ccc(OC)cc1)C1CCN(C(C)=O)CC1 | -1.6 | 2.5 | . | -3.7 | 0.2 | 0.1 | 1.3 | .
O=C(OCC1OC2OC3(CCCCC3)OC2C2OC3(CCCCC3)OC12)c1ccccc1 (stereo not given) | 9.5&-8.6 | 4.2&-7.5 | -6.9 | -3.7 | 2.4 | -0.1 | 3.1 | 0.1
CS(=O)(=O)NCCCCCCNS(C)(=O)=O | -9.2 | -7.9 | . | -15.6 | . | 0.0 | 0.3 | .
ClC1(Cl)CC1CSc1nnc(-c2ccncc2)o1 (stereo not given) | -4.0 | 5.9 | 14.9 | -1.0 | 0.1 | 0.4 | -48.6 | -14.6
C/C(CC(=O)Nc1cc(Cl)ccc1C)=N\NC(=O)C(=O)N1CCCC1 | 2.1 | 5.1 | -7.1 | -10.5 | -0.3 | 0.0 | . | 2.8
O=C(C[C@@H]1CC[C@@H](NC(=O)CN2CCOCC2)[C@H](CO)O1)NCCc1ccccc1 | -52.1 | . | 0.8 | 8.4 | -0.2 | -0.7 | -9.1 | 6.9
C[C@H]1CN([C@@H](C)CO)C(=O)c2cc(NS(=O)(=O)c3cn(C)cn3)ccc2O[C@@H]1CN(C)Cc1ccc(C(=O)O)cc1 | -8.2 | . | 5.9 | -0.1 | . | 0.2 | -4.0 | 5.3

Ordered by SMILES length (smallest number first): nine of the compounds above.
SMILES | S100A4 MyoIIA | FN deposit inh | esBAF inh | RAD52 inh | E-selectin induc | XiGFP reactiv | EWS-Fli block | RAD54 branch
CS(=O)(=O)NCCCCCCNS(C)(=O)=O | -9.2 | -7.9 | . | -15.6 | . | 0.0 | 0.3 | .
COC(=O)c1cccc(NC(=O)Nc2ccc(Cl)cc2)c1 | -6.0 | -1.1 | 55.4 | -9.8 | . | 0.3 | 75.3* | -6.8
O=C(CSc1n[nH]c(-c2cccnc2)n1)OC1CCCCC1 | -1.3 | -3.8 | . | -15.0 | . | 0.1 | 3.8 | .
O=C(OCC1OC2OC3(CCCCC3)OC2C2OC3(CCCCC3)OC12)c1ccccc1 (stereo not given) | 9.5&-8.6 | 4.2&-7.5 | -6.9 | -3.7 | 2.4 | -0.1 | 3.1 | 0.1
Cc1oc(-c2cccc(Cl)c2)nc1CN1CCC(C(=O)NCCCN2CCCC2=O)CC1 | -4.7 | 21.0 | 4.8 | -15.0 | 0.0 | 0.0 | -9.1 | 13.0
CCOc1ccc(N2CC(C(=O)Nc3ccc(S(=O)(=O)N4CCCC4)cc3)CC2=O)cc1 (stereo not given) | -3.8 | -10.2 | 0.6 | -20.2 | . | 0.2 | 2.5 | -4.3
O=C(C[C@@H]1CC[C@@H](NC(=O)CN2CCOCC2)[C@H](CO)O1)NCCc1ccccc1 | -52.1 | . | 0.8 | 8.4 | -0.2 | -0.7 | -9.1 | 6.9
C/C=C/c1ccc([C@@H]2[C@@H](CO)N(C(=O)CN(C)C)C23CN(C(=O)C2CCOCC2)C3)cc1 | -5.4 | -10.6 | . | 1.8 | 0.2 | 0.0 | -2.4 | .
C[C@@H]1CN([C@@H](C)CO)C(=O)c2cccc(NS(=O)(=O)c3ccc(Cl)cc3)c2O[C@H]1CN(C)S(=O)(=O)c1ccc(Cl)cc1 | -4.8 | . | 2.0 | 7.2 | -0.2 | 0.1 | -5.0 | 1.1

Carrying on.
SMILES | S100A4 MyoIIA | FN deposit inh | esBAF inh | RAD52 inh | E-selectin induc | XiGFP reactiv | EWS-Fli block | RAD54 branch
C[C@@H]1CCCCO[C@@H](CN(C)Cc2ccc(C(F)(F)F)cc2)[C@H](C)CN([C@H](C)CO)C(=O)c2cc(N(C)C)ccc2O1 | 10.5 | . | 0.1 | -4.5 | 0.0 | -0.2 | 5.5 | -2.6
Cc1ccccc1-c1ccc2c(c1)[C@@H]1C[C@H]3[C@@H](CN1CC2)[C@H](C)OC(c1ccccc1)N3C (stereo not given in full) | 5.3 | -5.5 | . | 0.2 | 0.6 | 0.2 | -5.4 | .
CCCNC(=O)N1CC(=O)N2[C@H](C1)[C@@H](c1ccc(-c3ccc(F)cc3)cc1)[C@@H]2CO | -5.2 | -7.2 | . | -13.6 | 0.0 | 0.0 | 9.6 | .
COc1ccc(S(=O)(=O)N2CCCCCC2)cc1C(=O)Nc1ccc(C)cn1 | 5.5 | -5.5 | . | -10.1 | -0.1 | -0.1 | -12.0 | .
C[C@H](NC(=O)CCC1CCC(=O)N1)c1ccccc1 (stereo not given in full) | 1.5 | 4.2 | 6.0 | -5.4 | -0.1 | 0.2 | -7.8 | 4.9
CCOc1ccc(C(=S)N2CCCC2)c(OCC)c1 | 1.0 | 4.3 | -26.9 | -8.5 | 0.0 | -0.1 | 2.9 | -4.6
CCCN(C)C[C@@H]1Oc2cc(C3=CCCCC3)ccc2S(=O)(=O)N([C@H](C)CO)C[C@@H]1C | 4.0 | . | -1.5 | 19.1 | -0.3 | -0.7 | 13.2 | 1.9
Cc1c(O)c2cccnc2[nH]c1=O | -1.2 | -0.1 | . | -13.6 | -0.4 | 0.3 | 8.9 | .
O=C(COC(=O)CNC(=O)c1ccccc1)Nc1nc(-c2ccccc2)cs1 | 2.0 | 7.6 | . | -4.2 | 0.5 | -0.1 | -54.3 | -1.9
CCCn1c(=O)c(C(=O)NC(C)c2ccccc2)c(O)c2ccccc21 (stereo not given) | -1.9 | -3.5 | -4.5 | -1.0 | -0.1 | 0.2 | -6.9 | 4.0
COC(=O)C1=CN(c2ccc(Oc3ccccc3)cc2)C(N)=C(C#N)C1c1cccc(OC)c1OC (stereo not given) | -3.3 | -4.4 | . | -48.4 | -0.3 | 0.2 | 21.1 | .
Cc1cc(C)cc(N(CCC#N)C(=O)COC(=O)CNC(=O)c2sc3ccccc3c2Cl)c1 | 15.7 | 1.6 | 1.3 | 4.6 | . | 0.1 | 2.3 | 1.9
CCCC/C=C/C(NC(=O)CCc1ccccc1)c1ccccc1 (stereo not given) | -3.7 | -2.8 | -0.7 | -72.6 | . | 1.1 | -8.4 | -8.8
COc1ccc(NC(=O)CCNC(=O)Cn2cnc3sc4c(c3c2=O)CCCC4)c(OC)c1 | 2.8 | 7.0 | 2.4 | 1.8 | . | 0.1 | 8.6 | -2.1
Cc1ccc(S(=O)(=O)N2CCC(C(=O)Nc3ccccc3N3CCCCC3)CC2)cc1 | -15.9 | . | 6.0 | -9.3 | . | . | 18.7 | 0.3
CO[C@H]1CN(C)C(=O)c2cc(NC(=O)CC(F)(F)F)ccc2OC[C@@H](C)N(C(=O)C2CC2)C[C@H]1C | -31.0 | 15.9 | . | -62.2 | 0.0 | -0.5 | -6.1 | .
CC(=O)N1CCOCC1c1cc(C(=O)Nc2ccccc2)no1 (stereo not given) | -4.4 | -3.4 | 15.4 | -11.1 | -0.1 | 0.0 | -8.0 | 2.1
CO[C@H]1CN(C)C(=O)c2ccc(NC(=O)Nc3ccc4c(c3)OCO4)cc2OC[C@H](C)NC[C@@H]1C | -8.2 | . | . | -1.6 | -0.3 | -0.1 | . | .
COc1ccc(N2CCN(C(=O)CNC(=O)Cc3ccc(Cl)cc3)CC2)cc1 | 1.3 | 4.0 | -7.8 | -23.3 | 0.0 | 0.2 | 17.7 | 5.2
